Assay outcomes as filed in PubChem BioAssay.
Gli-Sufu block: Gli-Sufu pathway antagonism; Sufu-KO-LIGHT fibroblasts, Gli luciferase reporter luminescence; inhibition, % at 5 µM; 0.74% of 340,000 active; AID 588413;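 active = inhibition above about 55%, limit read from the data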;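 note: 0% = DMSO-treated cells and 100% = wells with medium but no cells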
EBI2 antag: antagonists of human EBI2 receptor; P32249; 0.81% of 360,000 active; EBI2 beta-arrestin recruitment, luminescence, 7a,25-OHC stimulated; inhibition, % at 5 µM; in the data active = inhibition above about 38%;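 note: enzyme fragment complementation signal reports receptor beta-arrestin coupling in cells; 0% = agonist plus DMSO wells and 100% = wells without agonist; some results beyond the cut were filed as inactive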
Target sequence (P32249 whole entry, looked up, the tested form may be a part): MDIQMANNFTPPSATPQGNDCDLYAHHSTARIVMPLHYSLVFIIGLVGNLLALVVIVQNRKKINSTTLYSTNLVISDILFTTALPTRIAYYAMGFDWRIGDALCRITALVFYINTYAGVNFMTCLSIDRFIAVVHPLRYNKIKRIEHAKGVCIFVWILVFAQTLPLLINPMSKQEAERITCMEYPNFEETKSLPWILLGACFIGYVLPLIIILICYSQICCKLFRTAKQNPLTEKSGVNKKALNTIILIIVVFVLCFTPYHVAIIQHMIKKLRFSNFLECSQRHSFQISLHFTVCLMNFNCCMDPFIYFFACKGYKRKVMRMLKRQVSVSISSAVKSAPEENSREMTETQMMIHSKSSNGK
CCR6 antagonist: blocks CCL20-driven beta-arrestin recruitment at human CCR6; AID 493098; inhibition, % at 20 µM; 0.49% of 340,000 active; CHO-K1 CCR6 PathHunter beta-arrestin, luminescence, CCL20-stimulated; P51684;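 active = compounds whose inhibition of the agonist-driven luminescence signal at 20 µM reaches about 50%, limit read from the data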;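 note: cells stimulated with CCL20 at 14 nM final; plate controls were DMSO with CCL20 for no effect and DMSO without agonist for full effect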
Target sequence (P51684 whole entry, looked up): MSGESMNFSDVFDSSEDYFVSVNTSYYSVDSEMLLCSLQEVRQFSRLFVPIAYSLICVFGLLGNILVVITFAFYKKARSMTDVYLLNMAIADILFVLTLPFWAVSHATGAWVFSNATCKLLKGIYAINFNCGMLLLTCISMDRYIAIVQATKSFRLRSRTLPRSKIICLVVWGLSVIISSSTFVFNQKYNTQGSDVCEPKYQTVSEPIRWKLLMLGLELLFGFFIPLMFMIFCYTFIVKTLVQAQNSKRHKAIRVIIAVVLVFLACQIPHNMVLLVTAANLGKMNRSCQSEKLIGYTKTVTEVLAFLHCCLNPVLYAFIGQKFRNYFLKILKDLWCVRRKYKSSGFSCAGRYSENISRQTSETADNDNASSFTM
APJ antagonist: blocks the human apelin receptor APJ; inhibition, % at 20 µM; 0.32% of 330,000 active; P35414; CHO-K1 APJ beta-arrestin complementation, luminescence;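 active = inhibition above about 40% at 20 µM, limit read from the data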;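 note: cells challenged with 10 nM apelin-13 agonist together with compound; plate controls were apelin-13 plus DMSO wells for no effect and DMSO wells lacking apelin-13 for full effect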
Target sequence (P35414 whole entry, looked up): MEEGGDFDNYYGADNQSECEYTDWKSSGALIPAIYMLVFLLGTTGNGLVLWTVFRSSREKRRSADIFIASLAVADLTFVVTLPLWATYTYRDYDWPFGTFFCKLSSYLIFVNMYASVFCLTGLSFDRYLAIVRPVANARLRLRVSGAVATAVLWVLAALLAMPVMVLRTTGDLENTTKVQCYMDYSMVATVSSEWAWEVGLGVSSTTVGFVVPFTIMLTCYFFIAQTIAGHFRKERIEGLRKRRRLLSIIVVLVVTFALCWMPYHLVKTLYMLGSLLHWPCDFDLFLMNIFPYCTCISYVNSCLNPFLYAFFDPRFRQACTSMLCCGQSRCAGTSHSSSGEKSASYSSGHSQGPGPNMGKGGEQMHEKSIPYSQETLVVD
CXCR6 block: inhibitors of human CXCR6 receptor; AID 602244; CHO-K1 PathHunter CXCR6 beta-arrestin, luminescence; O00574; 0.36% of 360,000 active; inhibition, % at 20 µM; in the data active = inhibition above about 34%, passing the limit was not always enough;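 note: antagonist mode with CXCL16 agonist at 10 nM final; 0% = 10 nM CXCL16 with DMSO and 100% = unstimulated wells without agonist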
UBC13 polyUb: blocks human UBC13 polyubiquitin chain formation. inhibition, % at 20 µM. TR-FRET. P61088. AID 485273. 0.47% of 330,000 active; in the data active = inhibition above about 45%, passing the limit was not always enough
APJ ag: agonists of human APJ apelin receptor; P35414; CHO-K1 APJ PathHunter beta-arrestin, luminescence; 0% DMSO wells, 100% apelin; activation, % at 20 µM; 0.11% of 330,000 active;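 active = activation more than six SD over the plate average, tested at 20 µM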;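 note: 0% = DMSO alone and 100% = apelin-13 at 10 nM; some results filed as inactive read as strong as hits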
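Material: engineered CHO-K1 APJ arrestin reporter cells; amount: 1000 CHO-K1 reporter cells seeded per well; incubation: compound stimulation 90 min at 25 °C, detection 60 min; signal: luminescent beta-gal fragment complementation, chemiluminescent substrate; read-out basis: APJ agonist activity; controls: DMSO-only wells as negative, 10 nM Apelin-13 as positive control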
ATG4B inh: inhibitors of human ATG4B cysteine protease; Q9Y4P1; ATG4B cleavage of LC3-PLA2, NBD-HPC fluorescence, 1 h; inhibition, % at 8.33 µM; 0.51% of 340,000 active; in the data active = inhibition above about 40%
An asterisk follows results filed as active; . = not tested or not shown. Compounds as they come; any-hit rate near 3%.

SMILES	Gli-Sufu block	EBI2 antag	CCR6 antagonist	APJ antagonist	CXCR6 block	UBC13 polyUb	APJ ag	ATG4B inh
CCS(=O)(=O)c1ccc2oc(Nc3cc(Cl)ccc3OC)nc2c1	-7	18	5	-16	-7	9	-2	-9
COC(=O)c1cc(S(=O)(=O)NCCc2cccc(C)c2)cn1C	12	1	6	4	-6	-6	-4	2
COc1ccc(C2CC(=O)Oc3cc(C)c(Cl)cc32)cc1 (centres undefined)	1	-5	14	.	5	.	.	4
C1=CC2CC1CC2CNCc1ccco1 (centres undefined)	-1	-8	12	8	-2	7	-5	15
Cc1cccc(N2CCN(C(=O)CCNS(=O)(=O)c3cccs3)CC2C)c1 (centres undefined)	-25	12	2	4	0	5	0	2
Nc1c2c(nc3ccn(-c4ccccc4)c(=O)c13)CCCCC2	-3	-2	-12	14	2	-1	-2	-12
Cc1cc(C)c(NC(=O)Cn2c(=O)n(Cc3ccco3)c(=O)c3ccccc32)c(C)c1	4	4	13	11	9	-20	-6	1
CC(C)(C)NC(=O)C(c1ccncc1)N(C(=O)Cn1nnc(-c2cccs2)n1)C1CCCCC1 (centres undefined)	-1	-7	11	11	5	-1	-8	-17
COC(=O)c1c(NC(=O)COC(=O)CCc2ccc(S(=O)(=O)N3CCOCC3)cc2)sc2c1CCC2	-6	-12	0	-8	-6	1	-1	0
CCCNC(=O)c1ccc(SCC(=O)N(CC)CC)c([N+](=O)[O-])c1	12	-8	-3	11	1	-14	-1	8
N#Cc1ccc(Cl)cc1NC(=O)CSc1cccc[n+]1[O-]	1	-2	2	7	0	-15	-1	-3
CC(=O)/C(C(=N)N1CCN(c2cccc(Cl)c2)CC1)=C(\C)O	-4	5	-6	9	4	0	1	2
Cc1ccc2c(c1)NCC(C(=O)NCc1ccccc1)O2 (centres undefined)	0	4	-3	8	-4	1	-2	-12
COCCNC(=O)c1ccc(C2SCC(=O)N2CCc2ccccc2)cc1 (centres undefined)	-2	-1	4	12	-1	0	-1	-3
O=c1[nH]c2ccccc2nc1Cc1ccc([N+](=O)[O-])cc1	31	4	-5	-42	-8	4	4	3
COc1cc(CNCCN(C)C)ccc1OCc1c(F)cccc1Cl	15	-19	14	1	-8	17	-5	-11
CCOC(=O)/C(C#N)=C/c1ccc(OCC(=O)Nc2ccccc2)c(OC)c1	0	-2	1	-1	5	-10	0	-12
O=C(NCCN1CCOCC1)c1ccccc1OCc1ccccc1	9	-4	2	4	15	3	-3	5
CCN(CC)S(=O)(=O)c1ccc(O)c(C(=O)OCC(=O)NC2CCCC2)c1	0	-6	5	2	5	6	1	-9
COc1ccc(N2CCN(c3cnc4ccccc4n3)CC2)cc1	-54	9	12	0	-7	-3	-3	-6
CCOC(=O)C(Cc1ccccc1)C(=O)Nc1ccc(NC(=O)C(Cc2ccccc2)C(=O)OCC)cc1 (centres undefined)	-10	-6	-14	-9	-1	-25	-2	-6
CC(C)c1cccc(C(C)C)c1NC(=S)Nc1cccc(Cl)c1	-12	3	11	1	1	2	1	2
Cc1ccc(CN2CCN(/N=C/c3sccc3C)CC2)c(C)c1	0	4	12	12	-6	-7	0	15
COc1cc2c(cc1OC)CN(C(=O)C1CCCN1S(=O)(=O)c1ccc(C)cc1)CC2 (centres undefined)	5	-5	10	-13	0	5	-1	-4
Cn1nnnc1SCC(=O)c1ccco1	-4	-6	-11	15	-11	5	-2	-11
CNS(=O)(=O)c1cc(N)ccc1C	-3	-3	-8	1	0	-14	-2	-4
NC(=O)CSc1nnc(-c2ccco2)n1-c1ccccc1	6	-14	-5	7	-2	5	-3	-2
Cc1nn(C)cc1CNC(=O)c1cnn2c(C(F)F)cc(C3CC3)nc12	-6	5	-4	3	5	8	-3	6
Clc1ccc(C2CC(c3cccs3)n3ncnc3N2)cc1 (centres undefined)	-1	-14	8	4	9	-6	-5	3
O=C(COC(=O)Cn1cnc2ccccc21)NCCc1ccccc1	1	0	-9	2	-10	-12	-2	-6
CCC1CCCCN1S(=O)(=O)c1c(C)n(C)c(=O)n(C)c1=O (centres undefined)	-9	-1	7	14	3	3	1	-6
CC(C)S(=O)(=O)c1cnc(N2CCOCC2)nc1N	-2	3	2	-15	-1	-5	-1	1
CCOC(=O)N1CCC(c2[nH][nH]c(=O)c2C)CC1	1	-2	-2	-1	1	-9	2	-2
O=C(CC(=O)N/N=C/c1ccccc1)NCc1ccccc1	-10	3	1	14	-10	4	-3	-7
CCCCOc1ccc(CSCCN=C(N)N)cc1	40	2	3	6	-6	18	-4	2
CC1CCCC(NC(=O)CSc2nnnn2C)C1C (centres undefined)	3	-8	0	0	-3	3	0	-7

Entries of single compounds, looked up by structure. Values in the order: Gli-Sufu block | EBI2 antag | CCR6 antagonist | APJ antagonist | CXCR6 block | UBC13 polyUb | APJ ag | ATG4B inh
CCC1CCCCN1S(=O)(=O)c1c(C)n(C)c(=O)n(C)c1=O (centres undefined) reads -9 | -1 | 7 | 14 | 3 | 3 | 1 | -6
COc1ccc(N2CCN(c3cnc4ccccc4n3)CC2)cc1 reads -54 | 9 | 12 | 0 | -7 | -3 | -3 | -6
COC(=O)c1c(NC(=O)COC(=O)CCc2ccc(S(=O)(=O)N3CCOCC3)cc2)sc2c1CCC2 reads -6 | -12 | 0 | -8 | -6 | 1 | -1 | 0

(more compounds)
SMILES	Gli-Sufu block	EBI2 antag	CCR6 antagonist	APJ antagonist	CXCR6 block	UBC13 polyUb	APJ ag	ATG4B inh
CC(C)CN1CCNC(=O)C1CC(=O)NCCc1ccc(C(F)(F)F)cc1 (centres undefined)	2	-2	-2	-7	-2	4	0	3
Nc1c(N(C(=O)Nc2ccc(Cl)c(Cl)c2)C2CCCC2)c(=O)[nH]c(=O)n1Cc1ccccc1	-8	14	9	12	7	-17	1	-2
CN(CC(=O)Nc1ccccc1Cl)CC(=O)Nc1c(F)cccc1F	-9	-7	0	-23	-1	-11	-2	19
CCc1ccc(NC(=O)CSc2nnc(CC)c(CC)n2)cc1	-8	1	-22	7	-6	9	-1	2
CC1CC(C)(C)NC(=S)N1CCCC(=O)Nc1ccccc1F (centres undefined)	0	4	-9	5	-3	-3	-2	4
Cc1ccc(CNC(=O)COC(=O)c2ccc(Br)cc2)cc1	-1	-19	-6	15	-7	0	-3	2
O=C(CSc1ncc(-c2ccc(F)cc2)n1Cc1ccco1)Nc1ccc2c(c1)OCO2	-41	13	14	4	-5	3	12	18
Nc1ccc(C(=O)Nc2ccc3cc(S(=O)(=O)O)ccc3c2)cc1	-6	-5	-8	.	-4	.	.	-2
CCCN1C(=O)CC(c2ccco2)Sc2ccccc21 (centres undefined)	-1	9	17	-1	-4	11	-4	0
CCC(c1ccccc1)C(CC)c1cc(O)c(O)c(O)c1 (centres undefined)	0	12	-4	.	4	.	.	9
S=C(NCCc1c[nH]c2ccccc12)NC1CCCCC1	8	29	-7	-3	-6	16	-4	8
COC(=O)c1ccc(COc2ccccc2/C=N/NC(N)=O)o1	-13	-7	2	-5	-2	6	-3	3

Structures listed so far with a nitro group on carbon (2):
SMILES	Gli-Sufu block	EBI2 antag	CCR6 antagonist	APJ antagonist	CXCR6 block	UBC13 polyUb	APJ ag	ATG4B inh
CCCNC(=O)c1ccc(SCC(=O)N(CC)CC)c([N+](=O)[O-])c1	12	-8	-3	11	1	-14	-1	8
O=c1[nH]c2ccccc2nc1Cc1ccc([N+](=O)[O-])cc1	31	4	-5	-42	-8	4	4	3

New compounds follow.
SMILES	Gli-Sufu block	EBI2 antag	CCR6 antagonist	APJ antagonist	CXCR6 block	UBC13 polyUb	APJ ag	ATG4B inh
CNC(=O)C(=O)NCC(c1cccs1)S(=O)(=O)c1ccc(F)cc1 (centres undefined)	-6	-5	14	7	0	1	-2	6
Cc1sc(NC(=O)CSC2=NCCS2)nc1-c1ccccc1	-1	-39	7	8	-8	4	-2	1
CCOC(=O)N1CCC(NC(=O)c2cc(S(=O)(=O)N3CCCCC3)ccc2F)CC1	-1	-1	2	-5	4	2	-3	-4
CCCCNC(=O)CSc1nc2n[nH]c(C)c2c(=N)n1-c1cccc(Cl)c1C	5	13	0	10	-8	15	-3	-8
O=C(NCc1ccco1)c1c2c(nc3ccccc13)CCC2	0	4	8	18	1	4	0	8
CSCc1c(C(=O)OCC(=O)c2ccc[nH]2)oc2ccccc12	-12	-2	7	-38	0	-12	-2	46*
N#CCCN(C(=O)COC(=O)CNS(=O)(=O)c1ccc2ccccc2c1)c1ccccc1	1	-4	-7	14	-8	3	-2	-4
O=C(Cc1ccccc1)NCCSCc1ccccc1	-17	14	21	2	3	7	-4	-3
O=c1[nH]c2ccccc2[nH]c1=O	1	3	-3	-13	0	9	-2	-7
Cc1nc(Cl)cc(N/N=C/c2ccc(O)cc2O)n1	19	4	27	-2	-2	-11	5	4
N#CC1=C(N)C(C#N)(C#N)[C@H](c2ccoc2)[C@H]2CN(Cc3ccccc3)CC=C12	26	14	6	-29	8	-19	-4	-13
O=C1NC(=O)C(c2cn(-c3ccccc3)nc2-c2ccc(F)cc2)N1 (centres undefined)	-11	-9	-10	-22	-6	0	3	-6
CC(C)n1nc(C(=O)Nc2ccc3c(c2)OCO3)c2ccccc2c1=O	-6	-5	6	8	-2	0	-2	-5
O=C(NCCCN1CCOCC1)c1ccc(CNS(=O)(=O)c2ccc(F)cc2)cc1	-2	-5	2	-10	-5	-11	-3	-2
C=CCNC(=S)NNC(=O)C(CCCC)CC(C)O (centres undefined)	1	-6	11	19	-2	0	2	3
CC(=O)Nc1ccc(S(=O)(=O)Nc2ccc(S(=O)(=O)Nc3nccs3)cc2)cc1	-7	5	13	1	-6	2	-2	-8
C=CCNC(=S)Nc1ccc(Cl)cc1	6	-2	5	-17	3	8	-2	6
Cn1cnnc1Sc1ccc(C(=O)OCC(=O)Nc2ccccc2)cc1[N+](=O)[O-]	-6	-18	-10	-9	6	-3	1	-17
COc1ccc(NC(=O)CCCn2c(=O)c3sccc3n(Cc3ccc(C)cc3)c2=O)cc1	4	-5	6	-12	3	3	0	-6
O=C(COC(=O)Cc1ccsc1)Nc1ccc(Cl)cn1	0	-4	6	4	-7	0	0	2
CCCNC(=O)C1CCC(CNS(=O)(=O)c2ccc3c(c2)N(C(C)=O)CCO3)CC1 (centres undefined)	16	-3	-2	9	-3	8	1	-6
COc1cccc(CNC(=O)CCC2CCCN(C(=O)c3cc(C)on3)C2)c1 (centres undefined)	-1	5	21	14	-12	2	-5	-5
C=CCOC(=O)C1=C(C)NC(C)=C(C(=O)OCC=C)C1c1ccco1	5	-13	16	7	-1	2	2	1
O=c1c2c([nH]c3ccccc13)CCCC2	-3	-4	-11	0	-1	7	0	-9
O=C(O)c1cc(-c2ccc(/C=N/N3C(=O)C4C5C=CC(CC5)C4C3=O)o2)ccc1Cl (centres undefined)	-3	-3	28	8	2	0	-3	5
O=C(NC1CCCCC1)Nn1c(-c2ccccc2)nc2ccccc2c1=O	7	4	0	3	-5	-16	-3	4
Oc1ccc(/C=N/NC(=S)Nc2cccnc2)cc1	-35	11	15	0	6	9	-2	5
O=C(Nn1cnc2ccccc2c1=O)c1ccccc1	-13	-5	14	-13	-2	-11	-1	0
Cc1nc(/N=C(\N)NC(=O)N2c3ccccc3Sc3ccccc32)nc2ccccc12	8	9	-1	-63	-6	-3	0	-2
COCCn1c(SC(C)C(=O)NC2CCCCC2C)nc2ccccc2c1=O (centres undefined)	-3	7	6	3	-2	-5	-1	6
Cc1nc(Cc2nnc(SCC(=O)N(C)c3ccccc3)o2)cs1	-9	4	-3	2	-3	6	1	1
CCN(CC(=O)Nc1cc(Cl)ccc1C)C(=O)CCOc1ccccc1C	3	3	15	17	8	1	5	-1
COc1ccccc1CN1CCN(C(c2ccccc2)c2ccccc2)CC1	25	10	18	9	13	13	-2	-5
O=C(/C=C/Nc1ccc(S(=O)(=O)Nc2ncccn2)cc1)c1cccs1	6	-4	-1	2	0	-2	-4	-5
CCn1ncc(Br)c1C(=O)Nc1cc(C)ccc1F	1	-1	16	12	0	11	-5	-2
O=C(NC1CCCCCCC1)C1CCC(CNc2c(N3CCCC3)c(=O)c2=O)CC1 (centres undefined)	6	2	1	14	5	-6	-3	-5
